LYPLA1 counter: counter-screen for PME1 inhibitors: inhibitors of human LYPLA1; O75608; recombinant LYPLA1, FP-Rh probe fluorescence polarization; inhibition, % at 5.9 µM; 0.16% of 320,000 active;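 active = inhibition above the mean of all tested compounds plus 3 SD, set per campaign, cut at about 14% in these data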;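 note: inhibitors block serine hydrolase probe labeling of LYPLA1 so polarization falls; 0% = enzyme with DMSO and 100% = wells lacking LYPLA1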
PAD4 inh: inhibitors of human PAD4; 0.41% of 330,000 active; Q9UM07; inhibition, % at 6.36 µM; recombinant PAD4, RCA probe fluorescence polarization; AID 485272;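 active = percent inhibition above a cutoff equal to the mean of all tested compounds plus 3 SD, cut at about 15% in these data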;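 note: 0% = PAD4 with RCA probe and DMSO and 100% = probe without PAD4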
PAFAH2 FP inh: inhibitors of human PAFAH2; recombinant PAFAH2, FP-rhodamine activity probe, fluorescence polarization; inhibition, % at 3.39 µM; 0.99% of 340,000 active; AID 492956;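 active = inhibition above the mean over all tested compounds plus 3 SD, cut at about 30% in these data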;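 note: inhibitors block probe labeling of enzyme so polarization drops; 0% = enzyme with DMSO and 100% = wells lacking PAFAH2 protein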
pPAFAH inh: inhibitors of human plasma PAF acetylhydrolase (pPAFAH) | recombinant pPAFAH, FP-rhodamine probe fluorescence polarization | inhibition, % at 3.39 µM | 1.5% of 330,000 active | AID 463082;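 active = inhibition above the mean inhibition across the screen plus 3 SD, cut at about 25% in these data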;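 note: inhibitors block binding of the rhodamine activity-based probe so polarization drops; 0% = enzyme with DMSO and 100% = wells lacking pPAFAH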
PAFAH1B2 inh: inhibitors of human PAFAH1B2 | recombinant PAFAH1B2, FP-rhodamine activity probe, fluorescence polarization | 1.2% of 340,000 active | inhibition, % at 3.39 µM | P68402 | AID 492953;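 active = inhibition above the mean of all tested compounds plus 3 SD, cut at about 24% in these data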;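 note: 0% = enzyme with DMSO and 100% = wells lacking PAFAH1B2; many of its hits are not listed in these tables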
GSTO1 counter: blocks human GSTO1 in RBBP9 counter-screen; inhibition, % at 5.96 µM; P78417; 1.1% of 300,000 active; recombinant GSTO1, activity-based probe fluorescence polarization;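 active = inhibition above the campaign mean inhibition plus 3 SD, cut at about 35% in these data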;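 note: 0% = GSTO1-1 with DMSO and 100% = wells lacking GSTO1-1 enzyme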
Target sequence (P78417 whole entry, looked up): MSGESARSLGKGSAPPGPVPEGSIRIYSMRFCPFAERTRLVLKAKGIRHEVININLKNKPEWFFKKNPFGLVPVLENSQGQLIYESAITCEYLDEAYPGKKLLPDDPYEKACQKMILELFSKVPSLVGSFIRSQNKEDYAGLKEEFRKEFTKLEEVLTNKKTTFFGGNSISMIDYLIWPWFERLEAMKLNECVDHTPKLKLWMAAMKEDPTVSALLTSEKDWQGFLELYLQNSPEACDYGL
PME-1 inh: PME-1 (human) inhibition. Q9Y570. recombinant PME-1, FP-Rh probe fluorescence polarization. inhibition, % at 5.9 µM. 0.53% of 320,000 active. AID 2130;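 active = inhibition above the campaign mean of all compounds plus 3 SD, cut at about 26% in these data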;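 note: competitive labeling of PME-1 active site by serine hydrolase directed probe; 0% = PME-1 with DMSO and 100% = wells lacking PME-1 enzyme; inhibitors block probe labeling so polarization falls and inhibition rises; many of its hits are not listed in these tables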
Target sequence (Q9Y570 whole entry, looked up): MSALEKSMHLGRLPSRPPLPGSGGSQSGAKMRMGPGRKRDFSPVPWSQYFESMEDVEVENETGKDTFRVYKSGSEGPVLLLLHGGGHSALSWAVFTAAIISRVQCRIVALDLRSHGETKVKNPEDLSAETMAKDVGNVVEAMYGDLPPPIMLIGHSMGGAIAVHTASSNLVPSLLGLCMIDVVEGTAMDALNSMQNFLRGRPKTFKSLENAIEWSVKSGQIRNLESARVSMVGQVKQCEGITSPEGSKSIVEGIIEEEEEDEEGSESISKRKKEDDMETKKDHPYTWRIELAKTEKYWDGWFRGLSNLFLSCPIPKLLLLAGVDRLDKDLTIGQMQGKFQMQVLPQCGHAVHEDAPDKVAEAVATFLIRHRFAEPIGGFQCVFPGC
PAFAH1B3 inh: blocks human PAF acetylhydrolase 1B catalytic subunit 3; Q15102; recombinant PAFAH1B3, FP-rhodamine probe, fluorescence polarization; inhibition, % at 3.39 µM; 0.28% of 340,000 active; AID 492972;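 active = inhibition above the screen-wide average of all tested compounds plus 3 SD, cut at about 25% in these data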;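 note: 0% = enzyme with DMSO only and 100% = wells lacking PAFAH1B3 protein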
LYPLA2 inh: counter-screen for PME1 inhibitors: inhibitors of human LYPLA2; inhibition, % at 5.9 µM; recombinant LYPLA2, FP-Rh probe fluorescence polarization; 0.38% of 320,000 active; O95372;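 active = inhibition above the screen-wide mean plus 3 SD, limit set per campaign, cut at about 26% in these data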;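 note: 0% = LYPLA2 with DMSO and 100% = wells lacking LYPLA2 enzyme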
Target sequence (O95372 whole entry, looked up): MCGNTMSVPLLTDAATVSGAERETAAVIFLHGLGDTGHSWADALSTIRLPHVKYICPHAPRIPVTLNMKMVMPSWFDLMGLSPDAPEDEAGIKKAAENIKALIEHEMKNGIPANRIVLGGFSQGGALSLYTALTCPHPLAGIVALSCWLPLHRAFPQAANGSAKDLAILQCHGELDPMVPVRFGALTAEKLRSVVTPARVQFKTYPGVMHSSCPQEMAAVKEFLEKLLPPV
* marks the source's active call; other numbers are inactive results; nt = not tested or not shown.

Values run as follows: PME-1 inh	PAFAH1B2 inh	LYPLA1 counter	GSTO1 counter	PAFAH2 FP inh	PAFAH1B3 inh	PAD4 inh	LYPLA2 inh	pPAFAH inh
Cc1cc(NC(=O)COc2cccnc2[N+](=O)[O-])no1
  -4.7	0.0	-1.9	-0.6	4.2	4.8	0.4	0.2	5.0
O=C(CCCC1=NS(=O)(=O)c2ccccc2N1)NCCc1ccc(Cl)cc1
  -2.1	11.4	-2.9	8.4	1.9	-3.6	0.1	0.4	5.0
COc1ccc(Cc2nnc(N)s2)cc1
  -3.7	5.0	0.1	9.0	7.1	5.2	-3.9	-1.8	-1.9
CNCCOCC(O)CSc1ccccc1 (stereo not given)
  -4.1	3.5	3.8	4.3	-3.1	4.6	2.3	6.0	3.4
Cc1c(C(=O)NC2=NCCS2)cccc1[N+](=O)[O-]
  2.3	4.5	-3.5	3.5	-4.5	12.4	-3.8	-2.0	3.7
O=C(Nc1nnc(SCc2ccc(F)cc2)s1)c1ccco1
  5.3	14.4	8.8	-20.1	5.5	2.5	-9.4	-14.5	-0.4
O=C(Nc1cc2c(ccc3ccccc32)oc1=O)C1CCCCC1
  2.6	-1.6	0.8	-2.8	8.4	3.0	-1.6	-2.9	2.7
CCc1cccc(NC(=O)c2snc3c(=O)[nH]cnc23)c1
  1.3	0.4	2.3	-0.8	-2.0	0.9	1.2	5.4	0.1
CC(=O)c1ccc(NC(=O)C(C)N(C)CC(=O)Nc2ccc(N3CCOCC3)cc2)cc1 (stereo not given)
  -0.3	5.4	-0.4	7.4	1.7	-6.3	1.8	-3.5	0.9
COC(=O)[C@@H]1C[C@H]1[C@@H](NS(=O)(=O)c1ccccc1)c1ccccc1
  0.9	11.5	-1.8	5.6	10.5	5.1	2.8	1.9	3.5
Cc1ccc(-n2cc[nH]c2=S)cc1C
  5.0	3.8	-1.3	3.0	-9.8	9.6	0.3	-6.1	-0.9
CCCCN(C(=O)C(CCSC)N1C(=O)c2ccccc2C1=O)c1c(N)n(CCC)c(=O)[nH]c1=O (stereo not given)
  6.5	-1.2	-0.3	nt	-3.9	-2.0	-3.6	2.6	0.8
O=C(Cc1cccc2ccccc12)N/N=C/c1ccc(O)c([N+](=O)[O-])c1
  2.9	1.0	-1.2	1.9	3.7	3.1	-1.1	2.8	5.6
CCOc1ccccc1N(CC(=O)Nc1ccc(S(=O)(=O)N2CCOCC2)cc1)S(=O)(=O)c1ccc(Cl)cc1
  7.5	-0.3	3.8	2.4	2.6	-2.9	-0.1	8.2	5.8
Cn1c(SCC(=O)N(Cc2ccccc2)C(C)(C)C)nc2ccccc21
  11.6	4.4	-5.0	-0.8	8.4	-8.5	0.4	-3.2	-4.5
O=C(CCC(=O)OCC(=O)c1cccc([N+](=O)[O-])c1)Nc1cccc(Cl)c1Cl
  -2.5	0.7	0.3	7.1	0.6	-2.7	0.7	2.9	-0.5
COc1ccccc1CNC(=O)c1ccc(-c2ccccc2Cl)o1
  -7.7	0.8	-8.9	-14.2	-10.1	0.9	-1.2	-18.7	-2.6
COC(=O)/C(=C\c1ccc(O)cc1)c1nc2ccccc2[nH]1
  2.7	4.6	-0.6	-0.6	-7.5	-2.9	4.7	0.1	13.3
O=C/C(=C\Nc1ccc(Cl)cn1)c1nc2ccccc2o1
  -4.0	6.4	-1.0	-1.0	9.0	5.2	-3.9	-8.7	6.3
Cc1ccc([N+](=O)[O-])c(OCCCNCC(C)O)c1 (stereo not given)
  1.0	-1.2	2.5	-0.7	1.7	7.5	1.2	5.0	-1.9
COc1ccccc1N(C(=O)CNC(=O)c1ccco1)C(C(=O)NC1CCCC1)c1ccco1 (stereo not given)
  4.5	7.8	-0.5	8.0	-1.1	5.4	4.9	-4.5	5.7
CCOC(=O)c1c(C)nc2ncccn12
  -2.2	-5.6	-4.4	2.6	-0.6	12.5	0.4	6.8	3.9
O=C(NCCCN1CCOCC1)c1ccc(S(=O)(=O)Nc2ccccc2)cc1
  -0.7	-0.6	0.1	9.3	-1.9	1.1	2.3	-2.9	8.2
NC(=O)c1ccc2c(=O)c(O)c(-c3cc(Cl)c(N)c(Cl)c3)[nH]c2c1
  4.3	13.6	-12.5	5.2	4.9	23.6	-4.9	-15.4	4.2
COc1ccc(CCNC(=O)COC(=O)c2ccc(N3CCCC3=O)cc2)cc1OC
  -3.8	2.4	2.5	16.1	6.6	1.6	0.3	-0.7	6.3
COc1ccc(NC(=O)N2CCCC2)cc1OC
  6.7	2.3	7.5	3.1	5.2	1.2	3.1	8.1	-1.4
Cc1cc(C(=O)N/N=C/c2c3ccccc3cc3ccccc23)n[nH]1
  2.0	5.5	-1.8	-3.6	6.5	12.1	-2.5	1.1	7.7
Cc1occc1C(=O)NNS(=O)(=O)c1ccc([N+](=O)[O-])cc1
  4.3	7.1	-0.4	-4.9	1.9	-3.4	2.4	0.4	1.1
CS(=O)(=O)CCC(C(=O)OCc1ccc(Cl)cc1)N1C(=O)c2ccccc2C1=O (stereo not given)
  1.2	19.1	-1.4	3.2	2.0	3.3	1.2	4.1	-0.3
CCCCCN(C(=O)CCC(=O)OCc1cccc(Br)c1)c1c(N)n(CCCC)c(=O)[nH]c1=O
  1.1	1.6	3.6	-1.2	0.1	3.4	1.7	4.3	1.6
Nc1cc(C(=O)c2ccccc2)ccc1N1CCOCC1
  3.7	2.9	1.5	6.3	0.1	7.7	-2.1	10.8	9.8
CCCCOc1ccc(-c2c(C(=O)Nc3ccccc3)c(C)[nH]c(=S)c2C#N)cc1
  -0.6	1.1	-4.2	-1.6	1.7	8.8	-8.0	0.9	10.7
COc1cc(OC)c(OC)cc1/C=N/NC(=O)CCc1c(C)n[nH]c1C
  -1.1	4.3	-0.8	4.9	0.7	3.4	-0.6	2.6	-1.2
COc1cccc(-c2csc(N3CCN(C(=S)Nc4ccc(Cl)cc4)CC3)n2)c1
  -4.4	-1.5	-11.0	6.8	-3.1	0.6	-1.1	-12.4	-2.5
CCOC(=O)c1c(C)nc2c(c1-c1ccc(Cl)cc1)C(=O)CC(C)(C)C2
  1.9	5.9	-1.3	-3.2	3.2	2.8	-5.2	-0.3	5.4
COc1ccccc1NC(=O)N1CCC(NC(=O)C(Cc2ccccc2F)NC(C)=O)CC1 (stereo not given)
  -0.1	1.7	-1.1	-0.9	-4.6	1.9	-1.0	-5.9	3.5
CC(C)(C)OC(=O)N[C@H](Cc1ccccc1)C(=O)N1CCC[C@@H]1C(=O)O
  5.8	3.0	-4.4	-0.5	1.2	6.7	-1.3	-4.9	4.8
Cc1ccc(S(=O)(=O)N2CCC(=O)CC2)cc1
  -10.3	8.1	-2.5	1.8	1.6	4.7	7.4	-3.1	-4.4
CNC(=S)NNC(=O)CSCc1c(Cl)cccc1Cl
  -0.8	nt	4.4	6.0	nt	nt	2.5	3.6	8.2
CCN(CC)CCCNC(=O)c1cn(C)c(=O)c2c1c1ccccc1n2C
  -3.9	2.9	-0.8	4.5	-2.7	6.6	-1.7	-1.7	2.7
Clc1cc(Cl)c(OCCCCn2cncn2)c(Cl)c1
  -9.5	0.3	-0.7	4.8	9.1	8.8	-1.7	0.8	6.1
Cc1cc(N2CCN(c3ccccc3)CC2)n2ncnc2n1
  -7.3	4.9	-1.0	1.1	9.1	8.3	-1.4	3.3	2.3
COc1cc(C2C(C#N)=C(N)N(Nc3ccccc3)C3=C2C(=O)CC(C)(C)C3)ccc1OCc1ccccc1 (stereo not given)
  -2.8	1.1	-10.9	-10.6	-0.5	-0.5	-3.3	-7.6	3.5
C=C(C)Cn1c(N)cc(=O)nc1SCC(=O)Nc1cccc(C(F)(F)F)c1
  5.6	3.3	-3.3	-1.7	-0.7	7.7	-1.9	3.6	-1.2
O=[N+]([O-])c1ccc(Cn2cc(-c3cccc(C(F)(F)F)c3)nn2)cc1
  -4.4	2.3	-2.7	-0.7	3.0	-6.0	-1.9	-0.8	6.9
O=c1ccc(Cl)n[nH]1
  5.2	1.5	2.5	2.6	-0.5	10.0	4.3	10.4	4.9
CCCCNC(=O)COc1ccccc1[N+](=O)[O-]
  -0.8	-0.3	-2.0	0.2	3.7	6.7	-1.1	3.1	-2.4
COc1cc(C=NNC(=O)c2ccccc2NS(=O)(=O)c2cccs2)cc(OC)c1O
  nt	4.6	nt	nt	11.5	16.1	1.8	nt	13.1
CCOc1ccc(C(=O)N(CN2CCCC2=O)c2ccccc2)cc1
  -6.9	7.8	-1.4	2.7	1.6	8.8	1.5	1.4	-0.6
O=C(/C(=C/c1ccccc1Cl)c1ccccc1)N1CCOCC1
  -0.5	18.2	-0.5	-2.2	-0.5	-7.4	-5.8	-4.3	-2.5
CN(C)S(=O)(=O)c1cccc(NC(=O)CSc2nnnn2-c2ccccc2)c1
  6.7	-1.6	-0.9	5.2	-7.3	1.2	1.6	-1.0	2.7
COc1cccc(OCc2cc(C(=O)N3CCN(C4CCCC4)CC3)no2)c1
  1.2	-1.7	-3.8	1.4	-4.0	-4.8	-7.1	-0.2	5.5
C(=Nc1ccc(N2CCOCC2)cc1)c1c[nH]c2ccccc12
  3.8	2.2	1.4	16.0	2.1	7.7	17.4*	4.5	6.2
CSc1ncccc1C(=O)Nc1ccc2nc(C)sc2c1
  -2.7	-1.4	-1.6	1.9	1.8	7.8	-2.9	-7.1	0.4
Cc1c(NC(=O)C(C)OC(=O)c2cccnc2Cl)c(=O)n(-c2ccccc2)n1C (stereo not given)
  4.4	5.7	1.0	nt	-2.8	5.2	-43.4	2.2	-3.3
O=C(NCCCN1CCCCC1)C1CCC(=O)N1CCc1ccccc1 (stereo not given)
  -5.0	-1.6	-2.3	-3.3	4.8	-3.6	1.2	0.2	-0.2

From PubChem

Some of the compounds tested; the hit share may differ from the screen's.
